ERK EGF inh: blocks ERK signaling stimulated by EGF; HEK293-V1b, EGF-stimulated phospho-ERK AlphaScreen; Potency, µM (series often up to 11.5 µM), for inactives: at the highest dose activity change, negative = inhibition, actives largely listed as inhibitors; 130,000 compounds, 0.41% hits; AID 1454; active = well fitted inhibition curve with a large enough effect; inconclusive = small, poorly fitted or top-dose-only effect, or effect the other way;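 note: plate controls were stimulated vehicle wells for no effect and unstimulated vehicle basal for full effect; nearly all actives have a fitted effect of over 55% in size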
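Compounds are titrated over HEK293-V1b cells kept overnight in 1% FBS. After 30 min at 37C, EGF (25 nM final) triggers ERK phosphorylation for 5 min, measured by AlphaScreen in lysates.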
Active calls of the source: *; ? = inconclusive; [ ] = remark or other dose. Potency is the fitted concentration of half-maximal effect.

SMILES	ERK EGF inh
CC(C)[C@H](NC(=O)[C@@H]1CSCN1C(=O)OC(C)(C)C)C(=O)NCC1CCC(C(=O)O)CC1 (stereo partly specified)	?
Cn1c(C(=O)O)cnc1Sc1ncc(C(F)(F)F)cc1Cl	8%
COC(=O)C1=C(C)N(CCc2c[nH]c3ccc(OC)cc23)C(=O)C1	8%
O=C1CCC([N+](=O)[O-])C(c2cccc(Br)c2)N1 (stereo unspecified)	5%
NC(=O)C1(N2CCCCC2)CCN(C(=S)Nc2cccc(Cl)c2)CC1	4%
CCOC(=O)c1ccc(NC(=O)CC2S/C(=N/N=C3/NC(=O)CS3)NC2=O)cc1 (stereo unspecified)	6%
Cc1ccc(Sc2ncccc2C(=O)O)cc1C	17%
CCOC(=O)Cn1nc2sc3ccccc3n2c(=O)c1=O	5%[57.5 µM]
COc1cccc(NC(=S)N(CCc2c(C)[nH]c3ccc(C)cc23)Cc2cccs2)c1	1%
Brc1ccc(C=Nc2ccc3c(c2)OCCOCCOCCO3)s1	10%
C/C(=N\NC(=O)C(=O)Nc1cc(C)ccc1C)c1ccncc1	5%[57.5 µM]
CCOC(=O)NN1C(=O)c2ccccc2NC1c1ccc(OC)cc1 (stereo unspecified)	7%
COc1cc(/C=N/O)ccc1Oc1ccc([N+](=O)[O-])cc1[N+](=O)[O-]	4%
O=C(N/N=C/c1cccc([N+](=O)[O-])c1)c1cccs1	3%
N#Cc1cccc(NC(=O)N2CC3(CCN(C(=O)c4ccco4)CC3)C2)c1	?
COc1cccc(C2CCCCN(C)C2=O)c1 (stereo unspecified)	-9%[57.5 µM]
N#Cc1ccc(N/N=C/c2cn(-c3ccccc3)nc2-c2ccccc2)c([N+](=O)[O-])c1	11%
Fc1ccc(-c2csc(-c3ccncc3)n2)cc1	3%
CC(C)CC(=O)N=C1SC2CS(=O)(=O)CC2N1Cc1ccccc1Cl (stereo unspecified)	12%[57.5 µM]
Cc1cc(/C=N/NC(=O)CC2(C)OCCO2)c(C)n1-c1ccc(Cl)c(Cl)c1	0%
CC(=O)Nc1c(O)c2ccccc2[nH]c1=O	2%
O=C(NNc1ccccc1[N+](=O)[O-])Nc1ccc(F)cc1	2%
CC(C)c1ccccc1NC(=O)COc1ccc2c(=O)c(Oc3ccc4ccccc4c3)coc2c1	2%
S=c1[nH]nc(-c2ccco2)n1/N=C/c1cccc(Cl)c1	-11%[57.5 µM]
COC(=O)c1sc(SC)c(-c2ccon2)c1C	-12%[57.5 µM]

5 compounds out of the list, ordered by length of the SMILES, lowest first:
SMILES	ERK EGF inh
Cc1ccc(Sc2ncccc2C(=O)O)cc1C	17%
CCOC(=O)Cn1nc2sc3ccccc3n2c(=O)c1=O	5%[57.5 µM]
O=C(NNc1ccccc1[N+](=O)[O-])Nc1ccc(F)cc1	2%
O=C(N/N=C/c1cccc([N+](=O)[O-])c1)c1cccs1	3%
CCOC(=O)c1ccc(NC(=O)CC2S/C(=N/N=C3/NC(=O)CS3)NC2=O)cc1 (stereo unspecified)	6%

The main list resumes, repeating the 3 entries before the break.
SMILES	ERK EGF inh
CC(C)c1ccccc1NC(=O)COc1ccc2c(=O)c(Oc3ccc4ccccc4c3)coc2c1	2%
S=c1[nH]nc(-c2ccco2)n1/N=C/c1cccc(Cl)c1	-11%[57.5 µM]
COC(=O)c1sc(SC)c(-c2ccon2)c1C	-12%[57.5 µM]
Fc1ccc(N=C2NN=C(c3cc(F)ccc3F)CS2)cc1	-1%
Cc1cc([N+](=O)[O-])ccc1NC(=O)C1CCCO1 (stereo unspecified)	9%
Cc1cc(CNC(=O)C(C)n2nc(C)c([N+](=O)[O-])c2C)c2ccccc2n1 (stereo unspecified)	13%
c1coc(CN2CNc3nc4ccccc4n3C2)c1	-4%[57.5 µM]
CCOC(=O)C1=C(C)N(CC)C(=S)NC1c1ccccc1OC(F)F (stereo unspecified)	7%
NCCCCCCCCCCN	12%
CCCOC(=O)c1ccc(NC(=O)C2C3CCC(C3)C2C(=O)O)cc1 (stereo unspecified)	7%
Cn1c(CNC(=O)c2cccs2)nnc1SCC(=O)Nc1ccc(Cl)cc1	4%
O=C(CSc1ncccn1)Nc1ncc(C(F)(F)F)cc1Cl	0%
O=C(NCc1ccccn1)c1n[nH]c(=O)c2ccccc12	?
O=C(Nc1ccc(O)cc1)/C(=C\c1ccncc1)NC(=O)c1ccccc1	3%
COC(=O)c1ccc(C(NC(=O)OCc2ccccc2)/C(C)=C/[C@@H](C)C(=O)NCc2nc3ccccc3s2)cc1 (stereo partly specified)	-3%
CCOc1ccc(N=C2Sc3nc4ccc(C)cc4cc3CN2CCOC)cc1	-6%
O=C(CSCc1ccc(Cl)cc1)NN=C1CCCC1	4%
CN(C(=O)COC(=O)c1ccccc1NC(=O)c1ccco1)C1CCS(=O)(=O)C1 (stereo unspecified)	10%
CCOc1ccc(CNCc2ccc(C(=O)O)cc2)cc1OC	-7%
O=C(COc1ccc(C(=S)N2CCC(Cc3ccccc3)CC2)cc1)N1CCOCC1	-8%
CC(C(=O)Nc1cccc(S(=O)(=O)N2CCOCC2)c1)N1CCN(c2ccc(F)cc2)CC1 (stereo unspecified)	-1%
CCOc1cccc2sc(N(CCN(CC)CC)C(=O)c3cccc([N+](=O)[O-])c3)nc12	?
COc1ccc(-c2nsc(SCC(=O)NCc3ccc4c(c3)OCO4)n2)cc1	5%
CC(C(=O)c1ccc(Br)cc1)[n+]1cccc(NC(=O)c2ccccc2)c1 (stereo unspecified)	-2%
COc1cc2c(cc1O)CCC1C2CC[C@]2(C)[C@@H](O)CC[C@@H]12 (stereo partly specified)	11%
CSc1ccc(CN(C)Cc2nc3ccccc3c(=O)[nH]2)cc1	-2%[57.5 µM]
C=CCn1c(SCc2nc3sc(C(=O)O)c(C)c3c(=O)[nH]2)nnc1-c1ccc(F)cc1	-6%
CN(C)c1nc2ccccc2n(C)c1=O	0%

(next part)
SMILES	ERK EGF inh
O=C(Nc1cccc([N+](=O)[O-])c1)C1C2/C=C\CCCCC21 (stereo unspecified)	-3%
CCOc1ccccc1NC(=O)Cn1c(=O)sc2ccccc21	-2%
CCCOc1ccc(C(=O)OCC(=O)c2c(N)n(C)c(=O)n(C)c2=O)cc1OCC	2%
O=C(NCc1ccccc1)c1ccc(Br)o1	-1%
COc1ccc(/C=N/NC(=S)Nc2ccccc2)cc1COc1ccc(Br)cc1	-10%[57.5 µM]
CN1C(=O)/C(=C/C=C2/CCCN2C)N(C)C1=S	-2%
COc1cc(/C=N/NC(=O)c2c(C)nnn2-c2nonc2N)ccc1O	-4%
Cc1sc2nc3n(c(=O)c2c1C)NC(=O)CC3	3%
O=C(O)c1ccc2c(c1)C(=O)N(c1ncccn1)C2=O	-3%
Cc1ccc(C(=O)N/N=C2\CCc3ccccc32)c(C)c1	6%
Cc1ccc(C)c(N2CCN(C(=O)c3cc(S(=O)(=O)N4CCOCC4)ccc3F)CC2)c1	6%
O=C(c1sccc1Br)N1CCN(Cc2ccc3c(c2)OCO3)CC1	-2%[57.5 µM]
Cc1nc2cc(NC(=O)N3CCCCC3)ccc2n1C	0%
O=C(Oc1ccccc1N1C(=O)CCC1=O)c1ccco1	-7%[57.5 µM]
Cc1ccc(C)c(CS(=O)(=O)c2cn(CC(=O)N3CCCCC3)c3ccccc23)c1	-11%
O=C(Nc1cccc2ccccc12)NC1CCS(=O)(=O)C1 (stereo unspecified)	-9%
CC(C)CCN1CCN(C/C=C/c2ccco2)CC1CCO (stereo unspecified)	-18%
O=c1[nH]c(N/N=C/c2ccc(O)cc2)nc2ccccc12	?
CC(C)CCN1CCN(Cc2ccon2)CC1CCO (stereo unspecified)	-1%
Cc1cc(C)nc(SCc2nnc(SCC(=O)Nc3nccs3)n2C)n1	4%
CCCC(=O)Nc1nnc(SCC(=O)NCc2ccco2)s1	-1%
COc1ccc(NC(=O)CO/N=C(\C)c2cccs2)cc1	-8%
CCC(/C=N/NC(=O)C(N)=O)CC	-5%
O=C(Cn1[nH]c(=O)c2ccccc2c1=O)Nc1cccnc1	-3%
CCN(CC)S(=O)(=O)c1ccc(N2CCCC2)c(NC(=O)c2ccccc2OC)c1	0%[57.5 µM]

The results go on.
SMILES	ERK EGF inh
CCOC(=O)C(C)/C(C)=N/NC(N)=S (stereo unspecified)	9%
OCCNc1nc2ccccc2n1CC(O)c1ccccc1 (stereo unspecified)	2%
O=S(=O)(Nc1nc(SCc2ccc(Cl)cc2)n[nH]1)c1ccc(F)cc1	7%[57.5 µM]
Cc1cc(C)cc(NC(=O)CSc2ccc(-c3cccs3)nn2)c1	2%
Cc1cc(C)c2nc(SCC(=O)N(C)C3CCS(=O)(=O)C3)cc(C)c2c1 (stereo unspecified)	3%
CCN(CC)CCCN1C(=O)CSC1c1ccc([N+](=O)[O-])cc1 (stereo unspecified)	-7%
O=[N+]([O-])c1ccc(N2CCN(S(=O)(=O)c3ccc4ccccc4c3)CC2)cc1NCC1CCCO1 (stereo unspecified)	-3%
CCOC(=O)C1=C(C)Nc2ccccc2N=C1NC(=O)c1ccc(Cl)c(S(=O)(=O)N2CCCC2)c1	19%
Cc1cc(SCNC(=O)c2ccccc2)nc(C(C)C)n1	-5%
CCOc1ccc(C(CC(=O)O)n2cnnn2)cc1 (stereo unspecified)	4%
O=C(CNC(=O)c1ccccc1F)NCCOc1ccccc1Cl	5%
O=C(CCC(=O)c1ccc(Oc2ccccc2)cc1)Nc1cccc(Cl)c1Cl	4%
Cc1cc(C)n2nc(C(F)(F)F)c(-c3ccccc3)c2n1	6%
Cc1cccc(C)c1OCCNC(=O)CCC(=O)c1ccccc1	0%
O=S(=O)(c1ccccc1)c1nc(-c2ccccc2F)oc1NCc1cccnc1	4%
CCCN(CCC)C(=O)Nc1ccc(F)cc1F	3%[57.5 µM]
Cc1cc(/C=N/NC(=O)COc2cccc3cccnc23)c(C)n1-c1ccc(O)cc1	7%
COc1ccc(-c2cc(-c3nnc(COC(=O)C4CC4C)o3)c3ccccc3n2)cc1OC (stereo unspecified)	?
CCOC(=O)c1cc(CC)sc1/N=C/C1=C(O)CCCC1=O	4%
COCCNCCCOc1ccc(C)cc1Br	8%
O=C(c1cccc(C(F)(F)F)c1)C1CCCN(C(=O)CCCN2CCCC2=O)C1 (stereo unspecified)	-2%
COc1ccc2oc(-c3ccccc3[N+](=O)[O-])cc(=O)c2c1	-4%
Nc1nc2ccccc2n1/N=C/c1ccc([N+](=O)[O-])s1	-1%
O=C(CSc1ccc(-c2cccs2)nn1)c1cccs1	-1%
CC(C)N1CCc2c(sc(NC(=O)c3ccc(S(=O)(=O)N4CCc5ccccc54)cc3)c2C(N)=O)C1	-16%[57.5 µM]

Other structures:
SMILES	ERK EGF inh
CC(C)CCNC(=S)Nc1ccccc1F	-5%
O=C(Nc1ccc(Br)c2cccnc12)c1ccc(Cn2cc(Cl)cn2)o1	0%
Cn1nc(C(=O)NC(C)(C)C)c2ccccc21	-1%
CCO[C@@H]1OC(C(N)=O)=C[C@H](c2ccccc2)[C@H]1CCCO	-7%[57.5 µM]
Cc1nn(-c2ccccc2)c2nc(Cl)c(C(=O)O)cc12	-8%
COc1ccc(NC(=O)COC(=O)CC2CC3CCC2C3)c([N+](=O)[O-])c1 (stereo unspecified)	?
CC(=O)Nc1cc(C)nn1-c1nc2ccccc2s1	-6%
COc1cccc(C2C3=C(CCCC3=O)Nc3[nH]n(-c4ccccc4)c(=O)c32)c1 (stereo unspecified)	5%
COc1ccc2c(c1)O[C@@H](c1cccc(C(F)(F)F)c1)[C@H](OC(=O)NC1CCCC1)C2=O	0%
Cc1ccc(NC(=S)NNC(=O)CSc2nnc(-c3ccc(Cl)cc3)n2C2CCCCC2)cc1	4%
c1ccc(CNc2cnccn2)cc1	9%
COc1ccc([N+](=O)[O-])cc1NC(=O)c1cncc(Br)c1	-12%
COc1ccc(N(C(=O)c2cnsn2)C(C(=O)NC2CCCCC2)c2ccncc2)cc1 (stereo unspecified)	8%
COc1ccc(/C=N/NC(=O)CCn2cnc3ccccc32)cc1	16%[57.5 µM]
Cc1ccc(C(C)C)c(OCc2ccc(C(=O)N/N=C/c3ccc(O)c(O)c3)cc2)c1	3%
Cc1cc(C(=O)OCC(=O)NCc2ccc3c(c2)OCO3)c2ccccc2n1	4%
CC(C)n1c(N2CCN(C(=O)Nc3ccc(Cl)cc3)CC2)nc2ccccc21	1%
CCN(CC)C(=O)Cn1cc(SCC(=O)NC2CCCC2)c2ccccc21	-14%
CCOCCCNC1=C(Cl)C(=O)c2ccccc2C1=O	?
CCCCN(C)CCCNC(=O)c1cn(CC)c2ccc(S(=O)(=O)N3CCc4ccccc4C3)cc2c1=O	4%
N=C(N)CCCOc1ccccc1-c1ccccc1	-13%
CC(=O)C1=C(C)NC(SCC(=O)Nc2nccs2)=C(C#N)C1c1ccccc1Cl (stereo unspecified)	4%
CCOC(=O)Cn1nnnc1C	?
CCc1n(CC(O)COCC2CC=CCC2)c2ccccc2[n+]1C (stereo unspecified)	4%
COc1ccc(N/C(=N/c2nc(C)cc(C)n2)NC(=O)c2ccccc2)cc1	-16%[57.5 µM]

Two neighbouring records out of the list so far, quoted:
SMILES	ERK EGF inh
CC(C)[C@H](NC(=O)[C@@H]1CSCN1C(=O)OC(C)(C)C)C(=O)NCC1CCC(C(=O)O)CC1 (stereo partly specified)	?
Cn1c(C(=O)O)cnc1Sc1ncc(C(F)(F)F)cc1Cl	8%

Structures above that have a CF3 group:
SMILES	ERK EGF inh
Cn1c(C(=O)O)cnc1Sc1ncc(C(F)(F)F)cc1Cl	8%
O=C(CSc1ncccn1)Nc1ncc(C(F)(F)F)cc1Cl	0%
Cc1cc(C)n2nc(C(F)(F)F)c(-c3ccccc3)c2n1	6%
O=C(c1cccc(C(F)(F)F)c1)C1CCCN(C(=O)CCCN2CCCC2=O)C1 (stereo unspecified)	-2%
COc1ccc2c(c1)O[C@@H](c1cccc(C(F)(F)F)c1)[C@H](OC(=O)NC1CCCC1)C2=O	0%

Some of the compounds tested (hit frequency here may not be typical).
